G9a inh: G9a (human) methyltransferase inhibition; Q96KQ7; G9a H3K9 monomethylation, AlphaScreen, 2 h; Potency, µM (top dose mostly 102 µM), for inactives: at the highest dose activity, negative = inhibition, hits mostly inhibitors; 8.8% of 350,000 active; AID 504332; also: % is scaled to controls: 0 for no effect and ±100 for the full control effect; nearly all actives have a fitted effect of over 75% in size
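AlphaScreen read-out: biotin-H3K9 peptide (500 nM) methylation by 20 nM enzyme with 20 uM SAM, 2 h at room temperature after 15 min compound preincubation; anti-monomethyl H3K9 antibody plus donor/acceptor beads, 10 min dark.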
HP1b chromo inh: HP1-beta chromodomain-methylated histone interaction inhibition. P83916. AlphaScreen HP1-beta / biotin-H3K9me3 peptide binding. Potency, µM (top dose mostly 114 µM), for the others: top-dose activity change, negative = inhibition, hits mostly inhibitors. 0.56% of 390,000 active. AID 540317; also: nearly all actives have a fitted effect of over 70% in size; inactives centre near 23
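HP1-beta protein (50 nM final) preincubated 30 min at room temperature with biotinylated H3(1-18)K9me3 peptide (50 nM) in PBS pH 7.4, 0.01% Tween-20, then compound added for 30 min. AlphaScreen streptavidin donor/nickel chelate acceptor beads (10 ug/mL final), 30 min dark, luminescence read.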
JMJD2A Tudor inh: blocks the human JMJD2A Tudor domain; O75164; AlphaScreen JMJD2A-Tudor / H3K4me3 peptide binding; Potency, µM (top dose mostly 114 µM), for inactives: at the highest dose activity change, negative = inhibition, hits mostly inhibitors; 4.4% of 390,000 active; AID 504339; also: % is scaled to controls: 0 for no effect and ±100 for the full control effect; nearly all actives have a fitted effect of over 50% in size
BLM inh: inhibitors of human Bloom syndrome helicase BLM | Potency, µM (top dose mostly 56.1 µM), without a hit: at the highest dose activity change, negative = inhibition, actives largely listed as inhibitors | 0.2% of 350,000 active | recombinant BLM DNA unwinding, fluorescence dequenching | P54132;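 also: plate controls were vehicle for no effect and no enzyme for full effect; nearly all actives have a fitted effect of over 35% in size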
Target sequence (P54132 whole entry, looked up): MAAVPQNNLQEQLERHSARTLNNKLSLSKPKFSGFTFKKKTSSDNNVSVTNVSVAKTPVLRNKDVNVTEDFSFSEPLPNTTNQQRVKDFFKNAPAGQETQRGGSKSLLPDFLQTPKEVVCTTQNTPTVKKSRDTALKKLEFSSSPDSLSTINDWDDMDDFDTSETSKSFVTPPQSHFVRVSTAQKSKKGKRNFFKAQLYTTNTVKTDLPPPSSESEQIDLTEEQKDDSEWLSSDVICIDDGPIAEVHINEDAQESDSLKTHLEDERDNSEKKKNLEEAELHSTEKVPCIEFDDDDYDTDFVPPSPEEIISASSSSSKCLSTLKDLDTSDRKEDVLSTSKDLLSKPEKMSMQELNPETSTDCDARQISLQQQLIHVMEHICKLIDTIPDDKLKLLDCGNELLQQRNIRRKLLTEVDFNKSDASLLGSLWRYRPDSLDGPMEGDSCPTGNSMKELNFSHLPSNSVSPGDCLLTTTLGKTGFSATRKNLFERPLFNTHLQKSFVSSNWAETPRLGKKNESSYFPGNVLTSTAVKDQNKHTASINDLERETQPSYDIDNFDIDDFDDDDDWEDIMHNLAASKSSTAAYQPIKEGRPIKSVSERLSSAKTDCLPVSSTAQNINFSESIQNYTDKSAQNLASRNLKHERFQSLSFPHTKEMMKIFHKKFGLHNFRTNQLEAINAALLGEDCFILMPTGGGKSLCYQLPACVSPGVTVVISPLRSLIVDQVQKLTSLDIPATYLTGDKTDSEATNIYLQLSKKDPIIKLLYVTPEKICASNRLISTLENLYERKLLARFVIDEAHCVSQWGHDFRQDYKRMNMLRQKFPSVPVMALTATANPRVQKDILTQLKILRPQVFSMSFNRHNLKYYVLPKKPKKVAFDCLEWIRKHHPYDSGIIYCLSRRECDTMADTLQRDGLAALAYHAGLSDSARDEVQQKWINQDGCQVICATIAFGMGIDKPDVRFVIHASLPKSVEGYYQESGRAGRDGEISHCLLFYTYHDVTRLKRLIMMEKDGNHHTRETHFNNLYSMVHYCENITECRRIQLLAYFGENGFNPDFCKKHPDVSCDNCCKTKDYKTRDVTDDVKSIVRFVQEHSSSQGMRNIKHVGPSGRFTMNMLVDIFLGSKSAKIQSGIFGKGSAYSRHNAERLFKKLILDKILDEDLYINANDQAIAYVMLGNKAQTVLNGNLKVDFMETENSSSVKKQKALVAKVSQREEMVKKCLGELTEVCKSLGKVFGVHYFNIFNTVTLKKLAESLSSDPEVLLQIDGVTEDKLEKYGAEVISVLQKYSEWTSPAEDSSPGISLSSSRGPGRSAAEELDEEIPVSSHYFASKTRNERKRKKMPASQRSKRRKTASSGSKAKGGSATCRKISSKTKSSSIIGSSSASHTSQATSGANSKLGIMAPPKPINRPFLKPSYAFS
Pin1 inhibitor: human Pin1 inhibition. Pin1 FP peptide displacement, HiFluor488, 10 min. Potency, µM (highest dose often 115 µM), without a hit: top-dose activity, negative = inhibition, actives largely listed as inhibitors. 0.009% of 390,000 active. AID 504891; active = well fitted inhibition curve with a large enough effect in the polarisation, with a control signal flat, not every such curve was filed as active; inconclusive = small, poorly fitted or top-dose-only effect, or effect the other way, or a change in a side signal; inactive = no such curve, though single readings can be large or run the other way; the % refers to the polarisation; also: % is scaled to controls: 0 for no effect and ±100 for the full control effect
GLS inh: inhibitors of human glutaminase (GLS). Potency, µM (highest dose often 45.5 µM), without a hit: at the highest dose activity change, negative = inhibition, usual class: inhibitors. 0.21% of 410,000 active. GLS enzymatic activity, qHTS titration. O94925. AID 624170; also: % is scaled to controls: 0 for no effect and ±100 for the full control effect
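Glutamate formation by hKGA was monitored fluorometrically using coupled glutamate oxidase, HRP and Amplex Red. Substrate was added as 1 mM L-glutamine solution; incubation was 30 min at RT after an initial read.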
BAZ2B block: BAZ2B (human) inhibition; Q9UIF8; AlphaScreen BAZ2B-H3K14Ac peptide displacement; Potency, µM (series often up to 114 µM), inactives show top-dose activity change, negative = inhibition, most hits filed as inhibitors; 4.4% of 360,000 active; also: % is scaled to controls: 0 for no effect and ±100 for the full control effect; nearly all actives have a fitted effect of over 60% in size
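AlphaScreen displacement of biotin-H3(5-23)K14Ac peptide (50 nM final) from BAZ2B (50 nM final) in PBS pH 7.4, 0.01% Tween-20; complex preformed 30 min RT, then compounds (top 110 uM) 30 min RT, beads 20 min dark.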
POLI inh: blocks human DNA polymerase iota activity; Potency, µM (doses to about 115 µM), without a hit: at the top dose activity, negative = inhibition, hits mostly inhibitors; AID 588590; Q9UNA4; 1% of 390,000 active; Pol iota fluorescent replication assay, 10 min
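Pol iota at 10 nM preincubated 15 min with compounds at room temperature; reaction started with fluorescent substrate, 50 nM final. Fluorescence read kinetically at 0 and 10 min; buffer-only wells as negative control.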
PGK inhibitor: inhibitors of T. brucei phosphoglycerate kinase. PGK/GAPDH coupled, Kinase-Glo luminescence, 60 min. Potency, µM (titrated, usually from 57.5 µM), for the others: at the top dose activity change, negative = inhibition, hits mostly inhibitors. 0.043% of 380,000 active. AID 602233; also: % is scaled to controls: 0 for no effect and ±100 for the full control effect; nearly all actives have a fitted effect of over 60% in size
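Luminescent ATP detection (Kinase-Glo Plus) follows a 60-minute room-temperature incubation, with wells lacking PGK as controls. Buffer: 100 mM TEA (pH 7.6), 5 mM MgCl2, 0.01% Tween-20. Coupling enzyme GAPDH (100 nM final) supplies unstable 1,3-BPG in-well.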
An asterisk follows results filed as active; i = inactive; ? = inconclusive; / = not tested or not shown; & = joins results of further samples; [ ] = another dose, or the depositor's remark. Unless noted, calls follow the shape of the dose curve; as a rule, active = well fitted curve in the direction sought with a large enough effect; inconclusive = small, poorly fitted or top-dose-only effect, or another doubt; inactive = no such curve, though single readings can be large; an effect the other way counts as inactive or inconclusive. Potency is read from the fitted curve at half-maximal effect. An excerpt; the hit share may differ from the screen's.

SMILES | G9a inh | HP1b chromo inh | JMJD2A Tudor inh | BLM inh | Pin1 inhibitor | GLS inh | BAZ2B block | POLI inh | PGK inhibitor
O=c1c2cnn(-c3ccccc3)c2nnn1/N=C/c1cccnc1 | -3.4% | 14.2% | -17.5% | 0.5% | -4.9% | 3.0% | 3.1% | -2.7% | 7.1%
CC1CCN(S(=O)(=O)c2cc3c4c(c2)C(C)C(=O)N4CCC3)CC1 (stereo unspecified) | 17.9% | 47.1%&24.0%[activator] | -11.0%&-0.6% | 0.2%&0.3% | -1.5%&-3.5% | -10.6%&5.3% | -4.9%&1.2% | -20.7%&21.1% | -7.5%
COc1ccc2c(Sc3ccccc3)c(C(=O)NCCN(C)C)[nH]c2c1 | ? | 4.0% | -31.5% | -7.5% | 5.9% | 0.9% | -15.8% | 47.3%[activator] | 9.0%
CCCCc1cc(=O)oc2cc(C)cc(OCC(=O)O)c12 | -8.8% | 36.6% | -5.9% | -1.5% | -4.2% | -9.6% | -4.3% | -6.0% | -1.3%
Cc1ccccc1NC(=O)CCn1c(=O)oc2ccccc21 | -2.0% | 26.7% | -13.2% | -1.7% | 1.7% | 0.9% | -3.9% | 14.5% | 1.5%
CC(C)(C)n1nc2c(c1NC(=O)COc1ccc3ccccc3c1)CS(=O)C2 (stereo unspecified) | ? | 36.4% | -5.0% | -3.1% | 9.4% | -4.2% | 5.1% | -1.5% | -10.7%
Cc1cnc(C(=O)OCC(=O)N2CC(C)CC(C)C2)cn1 (stereo unspecified) | / | 21.0% | 4.4% | / | -0.8% | -12.6% | / | 16.0% | -6.2%
Cc1nc2ccc(C(=O)N/N=C/c3ccccc3O)cc2[nH]1 | -46.1%[59 µM] | 38.8% | -30.3% | 0.8% | -3.7% | -13.8% | -37.5% | ? | -1.0%
CC(C)CCn1c(N2CCCC2)nc2c1c(=O)[nH]c(=O)n2C | 32.4%[activator][59 µM] | 11.4% | -17.7% | -2.6% | 2.5% | 0.2% | -29.8% | -18.8% | -3.6%
O=C(Cn1cccn1)N1CCCC(N2CCN(c3ccccc3F)CC2)C1 (stereo unspecified) | 1.8% | 12.7%[57 µM] | -19.9% | -5.9% | ? | 0.0% | -9.6% | 18.6% | -1.0%
COc1ccccc1-n1c(SCC(=O)N2CCOCC2)nc2cccnc21 | / | 15.0% | -13.7% | 2.9% | -0.7% | 4.9% | -1.9% | 114.1%[activator] | 2.6%
O=C(CCSc1nc(-c2ccco2)cc(C(F)(F)F)n1)NCC1CCCO1 (stereo unspecified) | 0.7%[12.7 µM] | 23.1% | -2.8% | -3.9% | -10.0% | 13.6% | 0.8% | 9.9% | 2.2%

Pulled by compound from above (two):
SMILES | G9a inh | HP1b chromo inh | JMJD2A Tudor inh | BLM inh | Pin1 inhibitor | GLS inh | BAZ2B block | POLI inh | PGK inhibitor
CCCCc1cc(=O)oc2cc(C)cc(OCC(=O)O)c12 | -8.8% | 36.6% | -5.9% | -1.5% | -4.2% | -9.6% | -4.3% | -6.0% | -1.3%
Cc1cnc(C(=O)OCC(=O)N2CC(C)CC(C)C2)cn1 (stereo unspecified) | / | 21.0% | 4.4% | / | -0.8% | -12.6% | / | 16.0% | -6.2%

Additional structures.
SMILES | G9a inh | HP1b chromo inh | JMJD2A Tudor inh | BLM inh | Pin1 inhibitor | GLS inh | BAZ2B block | POLI inh | PGK inhibitor
O=C(Nc1nnc(-c2ccco2)s1)C1CCN(S(=O)(=O)c2ccc(Cl)cc2)CC1 | -27.9% | 48.0%[activator] | -17.4% | -0.3% | 30.7%[activator] | -16.8% | -35.6% | -2.0% | /
COc1ccc(C(=O)NC(=S)SCC(=O)O)cc1 | / | 18.3% | -6.3% | 0.8% | -12.0% | 7.7% | -6.8% | ? | -5.0%
O=C(C1CCN(C2CCN(C/C=C/c3ccccc3)CC2)CC1)N1CCOCC1 | 2.0% | 27.6% | -17.1% | 1.3% | 0.2% | 5.4% | -14.8% | -22.6% | 3.2%
Cc1cccc(COc2ccccc2/C=N/Nc2ccc([N+](=O)[O-])cc2)c1 | 2.51µM* | 47.7%[activator] | -1.4% | -6.7% | ? | 1.2% | 5.0% | 17.3% | -6.2%
CC(=O)c1ccc(N2Cc3ccccc3C2=NC(=O)c2cccs2)cc1 | -0.7%[59 µM] | 16.1% | -16.1% | -1.5% | 2.6% | 0.1% | -5.2% | 28.6% | i
COCCn1c(SCc2nc3ccccc3s2)nc2ccccc21 | -4.3% | 16.0% | 1.2% | 0.5% | 11.8% | 20.0% | -4.9% | 3.8% | 4.1%
O=C(CSc1nc(C(F)(F)F)cc(=O)[nH]1)N1CCCC1 | -38.8% | 26.7% | -5.5% | / | -0.6% | 3.7% | -11.2% | -9.5% | -6.6%
CC(C)CC(NS(=O)(=O)c1ccccc1S(=O)(=O)NC(CC(C)C)C(=O)O)C(=O)O (stereo unspecified) | / | 7.5% | ? | -0.4% | -11.5% | -25.0% | ? | -12.1% | -2.7%
O=C1c2cccnc2C(Nc2cccc(F)c2)N1Cc1ccco1 (stereo unspecified) | 25.1µM* | 17.3% | -5.2% | -5.8% | -2.8% | 8.0% | -27.7% | -27.9% | -2.5%
CNC(=S)Nc1ccc(Br)cc1 | 12.6%[59 µM] | 27.3% | -3.1% | -0.5% | -4.0% | 9.2% | -4.2% | 13.7% | 1.3%
O=C(O)C1CCC(CNS(=O)(=O)c2ccc(Cl)cc2)CC1 (stereo unspecified) | 31.2%[0.501 µM] | 25.7% | -2.8% | -0.7% | -0.3% | 2.8% | 2.2% | ? | -4.9%
CCOc1cccc(CC(=O)N2CCc3c([nH]c4ccccc34)C2c2ccc(C)cc2)c1OCC (stereo unspecified) | ? | -0.6%[57 µM] | ? | -10.6% | 11.7% | -2.7% | -30.8% | -1.7% | i

Next section:
SMILES | G9a inh | HP1b chromo inh | JMJD2A Tudor inh | BLM inh | Pin1 inhibitor | GLS inh | BAZ2B block | POLI inh | PGK inhibitor
CCOC1=NN(c2ccccc2)C(=O)/C1=C\N(C)C | ? | 46.4%[activator] | -2.8% | -8.6% | 1.6% | 0.0% | -23.5% | 13.3% | 2.8%
CCCc1nn(-c2cc(Cl)ccc2OC)c2c1C(=O)CCC2 | -6.0% | 21.6% | -1.4% | -2.1% | -0.2% | -3.5% | -4.4% | -23.2% | 0.0%
CCc1ccccc1N1C(=O)CC(Sc2nccc(C)n2)C1=O (stereo unspecified) | ? | 53.3%[activator] | 6.5% | -5.6% | 3.6% | -5.0% | -0.4% | 0.5% | -5.8%
Cc1cc(=O)oc2ccc(OC(C)C(=O)O)cc12 (stereo unspecified) | -7.5%[59 µM] | 16.9% | -8.9% | -8.9% | 3.1% | -1.5% | 8.9% | 1.7% | -6.0%
COc1ccc(CC(=O)OCC(=O)NC(=O)Nc2ccccc2F)cc1 | -1.5%[12.7 µM] | 24.9% | 3.6% | / | -0.3% | -3.9% | 3.3% | -18.1% | -2.9%
O=C(O)c1cn2c3c(ccc(Cl)c3c1=O)OCC2 | ? | 15.8% | ? | 0.6% | 9.8% | -1.7% | -13.1% | 36.6%[activator] | -1.7%
C=Cc1ccc(CSc2nc(-c3ccc(Cl)cc3)nc3c2Cc2c(CO)cnc(C)c2O3)cc1 | -1.6%[59 µM] | 17.4% | -1.5% | -12.5% | -4.7% | -2.2% | -13.0% | 4.5% | -5.4%
Cc1ccc(C2CC(=O)NC3=C2C(=O)CCC3)cc1Br (stereo unspecified) | 11.1% | 25.8% | 5.9% | -5.4% | -3.8% | -0.4% | -37.4% | -9.8% | -2.4%
CCCn1c(SCC(=O)Nc2ccc(NC(=O)CC)cc2)nc2c1c(=O)n(C)c(=O)n2C | -2.1% | 3.0% | -3.2% | -0.3% | -1.7% | 0.0% | -12.5% | -15.7% | -7.3%
CNC(=S)Nc1cccc(Cl)c1C | -0.9% | 36.1% | -15.4% | 0.5% | -0.9% | 0.0% | -16.4% | 33.1%[activator] | -1.9%
COc1cc2c(cc1O)CC[C@@H]1[C@@H]2CC[C@]2(C)[C@@H](O)CC[C@@H]12 | 0.8%&1.7%[59 µM] | 23.1% | -14.4% | -7.8% | 1.2% | 29.1% | -37.6% | -1.5%&-16.3% | i
O=C(NC(=S)Nc1ccc(O)cc1)c1cncc(Br)c1 | / | 9.7% | -17.9% | / | -1.7% | 18.4% | / | 31.0% | -5.8%

(listing goes on)
SMILES | G9a inh | HP1b chromo inh | JMJD2A Tudor inh | BLM inh | Pin1 inhibitor | GLS inh | BAZ2B block | POLI inh | PGK inhibitor
OCc1nnn(-c2ccccc2)c1CO | -6.8% | 34.0% | -13.0% | -3.1% | -8.8% | 7.0% | 3.1% | -18.7% | -1.3%
CCOc1ccc2nc(SCC(=O)NCc3ccc(S(N)(=O)=O)cc3)[nH]c2c1 | ? | 24.0% | -11.3% | -2.1% | -3.9% | 1.2% | -21.4% | ? | 10.9%
CCc1ccc(C(=O)CN2C(=O)NC3(CCc4ccccc43)C2=O)cc1 (stereo unspecified) | 13.8%[59 µM] | 27.9% | -11.1% | / | -6.3% | -1.9% | 8.4% | ? | -9.6%
CNC(=O)CSc1nnc(C(C)C)n1C | 15.5% | 6.4% | -14.7% | 1.5% | -2.3% | 2.3% | -13.9% | 68.9%[activator] | -4.5%
COc1ccc(OC)c(/C=N/NC(=O)c2[nH]ncc2Br)c1 | / | 30.6% | 2.2% | -3.8% | -4.4% | -14.3% | 4.6% | -7.0%[58.9 µM] | 4.3%
C=CC[C@H](CC(=O)NCCO)C(=O)NC[C@@H](OC(=O)[C@@H](CC=C)Cc1ccc(F)cc1)c1ccccc1 | / | 24.6% | -23.4% | / | -7.4% | 0.4% | / | 5.3% | -5.4%
CC(NC(=S)Nc1ccc(F)cc1)C(c1cccs1)N1CCOCC1 (stereo unspecified) | / | 28.6% | -12.7% | -3.4% | ? | 4.1% | -4.0% | 6.5% | 6.5%
COc1ccc(CNC(=O)c2ccc(C)o2)cc1 | -50.6%[59 µM] | 58.2%[activator] | -9.9%[57.1 µM] | 3.9% | -18.0% | -0.3% | 0.2% | 20.9% | 0.1%
COc1ccccc1CNC(=O)c1cc(S(=O)(=O)N2CCOCC2)cn1C | / | 15.5% | -17.6% | 1.2% | 8.4% | 0.1% | 5.3% | -4.4% | i
